Neddyl block – cullin neddylation inhibition; P61081+Q13564; TR-FRET cullin neddylation, biochemical; calls only at 25 µM; 360,000 compounds, 0.58% hits; in the data active = inhibition above about 36%
NRP1-CendR mod – NRP-1/CendR interaction modulation | FAM-RPARPAR peptide binding to NRP-1, fluorescence polarization | inhibition, % at 25 µM | 360,000 compounds, 0.85% hits;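 active = inhibition or corrected inhibition above about 18%, plus a signal ratio from 0.5 to 1.5, limit read from the data, passing the limit was not always enough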; also: strong numbers were not always called active
Target sequence (O14786 whole entry, looked up): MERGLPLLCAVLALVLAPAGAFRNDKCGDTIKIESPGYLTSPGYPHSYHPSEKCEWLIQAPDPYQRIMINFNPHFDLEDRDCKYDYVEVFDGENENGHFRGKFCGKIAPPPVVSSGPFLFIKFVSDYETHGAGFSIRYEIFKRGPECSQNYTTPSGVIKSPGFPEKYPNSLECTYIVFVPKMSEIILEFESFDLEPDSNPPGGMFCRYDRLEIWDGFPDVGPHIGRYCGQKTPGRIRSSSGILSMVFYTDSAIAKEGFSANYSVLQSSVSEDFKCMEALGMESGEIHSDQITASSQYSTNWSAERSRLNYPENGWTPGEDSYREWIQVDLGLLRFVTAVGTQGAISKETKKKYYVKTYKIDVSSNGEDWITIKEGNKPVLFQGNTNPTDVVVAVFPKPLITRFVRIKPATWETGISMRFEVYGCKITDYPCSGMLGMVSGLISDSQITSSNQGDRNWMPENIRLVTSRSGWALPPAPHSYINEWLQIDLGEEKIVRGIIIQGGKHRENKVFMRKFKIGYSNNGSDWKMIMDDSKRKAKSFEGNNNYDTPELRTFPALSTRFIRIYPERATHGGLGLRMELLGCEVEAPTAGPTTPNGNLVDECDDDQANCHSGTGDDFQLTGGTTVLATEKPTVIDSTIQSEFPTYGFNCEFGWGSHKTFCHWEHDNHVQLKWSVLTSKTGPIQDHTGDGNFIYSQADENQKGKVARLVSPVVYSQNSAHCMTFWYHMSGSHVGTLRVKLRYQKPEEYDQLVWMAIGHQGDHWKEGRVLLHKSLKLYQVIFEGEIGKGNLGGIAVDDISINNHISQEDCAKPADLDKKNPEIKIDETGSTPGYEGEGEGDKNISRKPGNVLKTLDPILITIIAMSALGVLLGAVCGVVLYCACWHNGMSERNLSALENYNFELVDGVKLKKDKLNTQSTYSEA
Scp-1 inhibitor – Scp-1 (human) phosphatase inhibition; Q9GZU7; Recombinant Scp1, phosphopeptide, malachite green phosphate absorbance; inhibition, % at 20 µM; 340,000 compounds, 0.88% hits;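 active = inhibition above about 50% at 20 µM, limit read from the data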;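 also: plate controls were DMSO wells with enzyme for no effect and wells lacking enzyme for full effect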
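Material – SCP-1 phosphatase catalytic domain, residues 76-261 · Buffer or medium – Acidic Tris acetate buffer with magnesium and detergent · Also added – Phospho 17-mer peptide substrate · Compound – single 20 µM dose, 1% DMSO · Times – 45 min room-temperature reaction, 5 min colour, 30 min stabiliser · Technique – Phosphate-binding colour reagent, absorbance read at 630 nm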
NadD block – blocks S. aureus nicotinate mononucleotide adenylyltransferase; purified NadD enzyme, colorimetric absorbance read-out; inhibition, % at 20 µM; 360,000 compounds, 0.78% hits; AID 602399; in the data active = inhibition above about 26%; also: some compounds past the cut are filed as inactive
SUMO1-SIM PPI – SUMO1-SIM interaction modulation; 360,000 compounds, 0.33% hits; P63165; inhibition, % at 20 µM; SUMO1 binding to a labelled peptide, TR-FRET, 1 h; in the data active = inhibition above about 37%
Target sequence (P63165 whole entry, looked up): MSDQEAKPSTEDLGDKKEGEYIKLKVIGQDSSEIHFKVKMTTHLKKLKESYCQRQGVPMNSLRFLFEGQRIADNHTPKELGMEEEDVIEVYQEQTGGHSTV
LMPTP inh – LMPTP (human) inhibition; recombinant LMPTP-A, OMFP fluorogenic substrate, fluorescence intensity; P24666; 360,000 compounds, 0.22% hits; AID 651560; inhibition, % at 20 µM;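 active = compounds that cut the enzyme signal by at least half of the control window in the single-dose screen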;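 also: plate controls were DMSO wells with enzyme plus substrate for no effect and substrate without enzyme for full effect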
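Buffer or medium: Bis-Tris pH 6.0, DTT, detergent; Assay system: LMPTP-A enzyme; Quantity: 0.625 nM enzyme; Detection: endpoint fluorescence intensity; Times: 50 min dark incubation at room temperature; Controls: substrate-only low control, DMSO enzyme-plus-substrate high control; Doses: single 20 µM dose; Read-out: percent inhibition versus substrate-only and uninhibited controls; Reagent: 400 µM OMFP.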
STEP inh – STEP (human) phosphatase inhibition; P54829; recombinant STEP, OMFP fluorogenic substrate, fluorescence; inhibition, % at 20 µM; 360,000 compounds, 0.25% hits;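 active = inhibition at 20 µM, scaled per plate between control wells, above about 37%, limit read from the data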;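 also: 0% = DMSO with enzyme and substrate and 100% = substrate only without enzyme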
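material = STEP tyrosine phosphatase | reagent = fluorogenic phosphatase substrate OMFP at 25 µM final | doses = single compound dose of 20 µM, 1% DMSO final | schedule = 20 min reaction, room temperature, in the dark | measured by = fluorescence, 480/540 nm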
SKN-1 block – C. elegans SKN-1 inhibition; C. elegans VP596 Pgst-4::GFP/RFP ratio, acrylamide-induced, 24 h; inhibition, % at 21.8 µM; AID 624304; 360,000 compounds, 0.49% hits;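 active = interference check ratio from 0.5 to 1.5 plus GFP to RFP signal ratio inhibition reaching or exceeding a fixed threshold, cut at about 30% in these data, passing the limit was not always enough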; also: some compounds called inactive have numbers as strong as hits
Tb MetRS inh – Trypanosoma brucei MetRS inhibition; purified T. brucei MetRS, ATP depletion, Kinase-Glo luminescence; 360,000 compounds, 0.4% hits; inhibition, % at 11.9 µM;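 active = inhibition above a per-plate cutoff of the control wells' mean inhibition plus 3 SD, cut at about 5.5% in these data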;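 also: 0% = DMSO wells median and 100% = median of wells with control inhibitor compound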
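Material: parasite MetRS enzyme / Replication: singlicate, one well per compound / Signal: luminescence of leftover ATP / Schedule: 2 h aminoacylation at 25 °C after 15 min preincubation / Medium: HEPES-MgCl2-KCl buffer plus DTT, spermine, BSA, pyrophosphatase / Doses: 11.9 µM single point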
DNMT1 inh – blocks human DNA methyltransferase DNMT1; AID 588458; P26358; 360,000 compounds, 0.83% hits; DNMT1 molecular beacon, Hinp1I cleavage, fluorescence; inhibition (reported as % activation of signal), % at 10 µM; in the data active = inhibition above about 50%
Active calls of the source: *; i = inactive; · = no result given; + = active, no number.

Neddyl block	NRP1-CendR mod	Scp-1 inhibitor	NadD block	SUMO1-SIM PPI	LMPTP inh	STEP inh	SKN-1 block	Tb MetRS inh	DNMT1 inh	SMILES
i	-15	-6	-2	-3	-0.4	0	-5	-1.4	-3	O=C(Nc1ccc(F)cc1F)N1CCCC(c2nc(-c3ccc(F)cc3)no2)C1 (stereo not drawn)
i	10	·	1	1	-0.7	·	-5	-0.2	·	CCCCNC(=O)C[C@@H]1C[C@@]2(C(=O)OC)CCCCC=C2N(Cc2ccccc2)C1=O
i	-4	-4	2	0	-0.1	1	3	-0.2	4	CC(C)CN(C(=O)CSc1nc2ccccc2c(=O)n1C)C1CCS(=O)(=O)C1 (stereo not drawn)
i	-13	-8	-3	-12	-0.5	1	14	-0.3	0	O=C(Cc1ccc([N+](=O)[O-])cc1)NCc1ccncc1
i	-41	9	11	21	-2.2	0	-4	-0.8	1	COc1c(Br)cc(/C=N/n2c(-c3ccccc3)n[nH]c2=S)c(O)c1Br
i	-6	-2	-4	2	-2.1	12	13	0.9	1	CSCCC(NC(=O)COc1cccc2ccccc12)C(=O)O (stereo not drawn)
i	1	-5	-4	7	-1.2	1	2	-0.4	-3	CC(C)C(=O)N[C@H]1CCC2C3CC=C4C[C@@H](O)CC[C@]4(C)C3CC[C@@]21C (stereo partly drawn)
i	-6	·	9	-2	2.2	·	9	-0.1	·	CCCCn1nnnc1C(c1ccccc1)N1CCN(c2ccc(C(F)(F)F)cc2[N+](=O)[O-])CC1 (stereo not drawn)
i	-4	-5	-4	2	0.5	-1	9	-0.7	3	CCOc1ccccc1OCC(=O)Nc1nnc(COC)s1
i	8	-13	-6	-13	2.5	-3	-10	0.1	-15	COc1ccccc1/C=C/C(=O)OCC(=O)c1c[nH]c2ccccc12
i	1	-16	-3	4	1.9	9	11	-0.9	-3	COc1cccc(CNC(=O)CCCc2cn(C)c3ccccc23)c1
i	10	-9	6	-4	-1.1	-2	23	-0.2	0	COc1ccccc1N1CCN(C(=O)C2CCN(C(=O)c3ccc(C(C)(C)C)cc3)CC2)CC1
i	-6	-3	-8	-1	-1.1	1	-2	-0.3	2	NC(=O)NC(=O)COC(=O)c1cccc(S(=O)(=O)N2CCCCCC2)c1
i	-11	-13	8	1	3.5	8	-11	-1.0	3	CCOC(=O)c1c(NC(=O)CCc2ccc(CC)o2)sc(C)c1C
i	4	-3	-5	6	1.2	-2	20	-0.5	3	CN(CC(=O)NCC1CCCCC1)S(=O)(=O)c1ccc(F)cc1
i	-6	-9	-9	-1	2.1	1	12	0.0	3	CC(C)(C)C(=O)Nc1ccccc1C(=O)Nc1cc(Cl)ccc1Cl
i	4	1	-4	-1	0.3	1	28	-0.3	2	Cc1cc(=O)n2nc(N3CCC(C(=O)NCc4cccnc4)CC3)sc2n1
i	-1	1	2	4	-1.2	-3	0	-0.7	-1	Nc1nc2ccccc2n1C(=O)c1ccco1
i	3	-16	-5	0	-1.4	-2	14	-0.3	0	O=C1CSC(c2ccc(F)cc2)N1c1ccccc1F (stereo not drawn)
i	1	-5	-10	3	-2.1	2	2	-0.4	2	CCN(CC)CCNC(=S)N1CCn2c(nc3ccccc32)C1
i	-1	-8	2	1	0.5	1	14	-0.4	-2	Cc1nc2cc(-c3ccccc3)nn2c(N)c1-c1ccccc1
i	-3	-3	-5	-9	-2.7	-4	21	0.4	1	CCOC(=O)c1sc(-c2ccccn2)nc1C
i	7	4	4	-37	-0.1	-2	1	-0.4	7	O=C(O)C1(Nc2ccc([N+](=O)[O-])cc2[N+](=O)[O-])CCCC1
i	18	-9	1	-4	-2.4	4	8	-1.1	-1	O=C(OCC(=O)N1CCOCC1)c1ccccc1SCC(=O)N1CCCC1
i	-6	-5	-3	-2	-0.2	-2	-5	-0.3	0	O=C(C1=C[C@H](c2ccc(C(F)(F)F)cc2)C[C@H](OCc2ccc(CO)cc2)O1)N1CCOCC1
+	-5	-18	14	12	1.6	1	15	-0.1	-3	Cc1ccc(C(C)C)c(OCc2ccc(C(=O)N/N=C/c3ccc(O)cc3O)cc2)c1
i	-6	-9	-7	4	-0.8	0	10	-0.1	2	COC(=O)c1cc(NS(=O)(=O)c2ccc(NC(C)=O)cc2)ccc1Cl
i	8	1	-7	-1	0.2	-3	4	0.3	0	O=c1c(Cc2ccc(F)cc2)c(O)ccn1Cc1ccco1
i	-6	-13	0	-1	-1.3	0	3	-0.7	-3	CC(=O)c1c(N2CCCCC2)nc(=O)n(-c2ccccc2)c1C
i	5	3	-1	1	-1.9	3	-7	-0.4	1	O=C(Cn1cnc2ccccc2c1=O)N1CCN(c2ccccc2)CC1
i	2	0	-13	-29	-4.8	-1	1	-1.1	-1	CN1CCN(CCCNC(=O)c2ccc3c(Cl)c4c(nc3c2)CCCC4)CC1
i	-9	-6	-3	0	0.6	2	8	-0.6	-3	COc1ccc(CNc2ncnc3cc(OC)c(OC)cc23)cc1OC
i	-1	3	1	4	0.4	2	9	1.0	52*	CCOCCCNC(=O)c1ccccc1SCC
i	0	-7	0	3	-0.2	0	-4	-0.2	-1	COC(=O)c1ccc(NC(=O)Nc2ccc(F)cc2F)cc1
i	24	-8	-1	4	3.3	2	26	0.0	0	COc1ccc2c(c1)-c1nc(NC(=O)c3ccco3)sc1CC2
i	2	·	-6	13	-0.6	-1	9	0.0	-6	CCCNC(=O)c1cc(C2CCCN(C(=O)C3CC3)C2)on1 (stereo not drawn)
i	12	0	-1	2	-2.3	-4	0	-0.2	1	Cn1c(CN(O)S(=O)(=O)c2ccc(Cl)cc2)nnc1C(F)(F)F
i	4	-2	-8	0	-2.4	1	15	-1.2	-2	O=C(C(c1ccccc1)N1CCOCC1)N1CCOCC1 (stereo not drawn)
i	-9	50*	11	-16	10	1	6	1.2	11	C/C(=N/NC(=O)c1cc(O)c(O)c(O)c1)c1ccc([N+](=O)[O-])cc1
i	-1	2	0	1	1.6	1	8	0.5	1	Cc1cnc(NC(=O)Nc2ccc(Cl)cc2)s1
i	2	-16	7	-14	1.8	1	4	-0.8	-3	COc1cc(/C=N/NC(=O)C(=O)/C=C2\NC(C)(C)Cc3ccccc32)ccc1O
i	-19	0	2	2	0.9	0	33	0.2	0	CC1=C(C)C(C)=C(C#N)C(=C(C#N)C#N)N1
i	11	2	0	-1	0.1	0	-16	-1.6	7	Cc1cccc(N2CCN(C(=O)c3ccc4c(c3)OCCO4)CC2)c1C
i	2	1	-5	26	0.2	0	2	0.1	1	O=C(NN=C1CCCCC1)c1ccccc1-n1cccc1
i	-14	-14	-2	-4	4.8	-1	11	-0.3	-14	CCCCCCOc1ccc(NC(=O)CC2C(=O)N(CC)C(=S)N2Cc2ccco2)cc1 (stereo not drawn)
i	-2	-6	-1	0	-0.3	2	3	0.2	1	CCCCNC(=O)CSc1nc2ccccc2c(=O)n1C1CCCC1
i	2	-9	-3	-13	-0.6	1	13	-0.1	0	Cc1onc(C(=O)NCCc2ccccc2)c1[N+](=O)[O-]
i	-6	-10	-9	1	3.3	0	2	-0.7	-3	COc1ccc(C)cc1N(CC(=O)NCCSCc1ccco1)S(=O)(=O)c1ccc(C)cc1
i	-38	-2	-2	-7	-0.1	0	5	0.8	11	CN(C)c1ccc(-c2nnc(-c3ccc(S(=O)(=O)C(F)F)cc3)o2)cc1
i	8	-6	-5	0	-1.3	-2	10	-0.2	0	CCn1cnc2c1c(=O)[nH]c(=O)n2Cc1ccccc1

Quoted from the entries so far for reference:
Neddyl block	NRP1-CendR mod	Scp-1 inhibitor	NadD block	SUMO1-SIM PPI	LMPTP inh	STEP inh	SKN-1 block	Tb MetRS inh	DNMT1 inh	SMILES
+	-5	-18	14	12	1.6	1	15	-0.1	-3	Cc1ccc(C(C)C)c(OCc2ccc(C(=O)N/N=C/c3ccc(O)cc3O)cc2)c1
i	-6	-9	-7	4	-0.8	0	10	-0.1	2	COC(=O)c1cc(NS(=O)(=O)c2ccc(NC(C)=O)cc2)ccc1Cl
i	8	1	-7	-1	0.2	-3	4	0.3	0	O=c1c(Cc2ccc(F)cc2)c(O)ccn1Cc1ccco1
i	-6	-13	0	-1	-1.3	0	3	-0.7	-3	CC(=O)c1c(N2CCCCC2)nc(=O)n(-c2ccccc2)c1C
i	5	3	-1	1	-1.9	3	-7	-0.4	1	O=C(Cn1cnc2ccccc2c1=O)N1CCN(c2ccccc2)CC1
i	2	0	-13	-29	-4.8	-1	1	-1.1	-1	CN1CCN(CCCNC(=O)c2ccc3c(Cl)c4c(nc3c2)CCCC4)CC1

(continued)
Neddyl block	NRP1-CendR mod	Scp-1 inhibitor	NadD block	SUMO1-SIM PPI	LMPTP inh	STEP inh	SKN-1 block	Tb MetRS inh	DNMT1 inh	SMILES
i	-6	-6	2	3	-1.3	-5	11	-0.7	0	CCC(CO)Nc1ncnc2c1cnn2-c1ccc(Cl)cc1 (stereo not drawn)
i	4	-1	4	-1	-1.4	2	9	-0.1	0	CCC(C)n1c(SCC(=O)NCCc2ccc(S(N)(=O)=O)cc2)nc2ccsc2c1=O (stereo not drawn)
i	-8	-11	-1	0	0.4	0	13	-0.5	1	Cc1nn(C(=O)Cn2cc([N+](=O)[O-])cn2)c(C)c1Cl
i	10	-3	-3	7	-1.5	-1	5	-0.3	1	COc1ccccc1N1CCN(CCCCN2C(=O)C3CCCCN3C2=O)CC1 (stereo not drawn)
i	6	·	·	-2	-2.1	·	8	-1.1	·	O=C(C(=O)N1CCN(C(=O)c2ccco2)CC1)c1ccccc1
i	15	-13	-2	-1	-0.3	2	12	-0.1	7	O=C(CCCOc1ccccc1)N1CCN(S(=O)(=O)c2ccccc2)CC1
i	-1	-7	1	-19	-1.0	-1	-3	-0.8	2	Cc1cccc(N(C)C(=O)C2CCCN2S(=O)(=O)c2cccc3nsnc23)c1 (stereo not drawn)
i	-4	-9	8	-15	3.4	4	4	-0.3	4	O=C(CN1C(=O)/C(=C/c2ccc(F)cc2)SC1=S)NC1C=CS(=O)(=O)C1 (stereo not drawn)
·	-5	6	-1	3	1.9	-1	-7	-1.9	0	OCCNc1ncnc2c1c(-c1ccccc1)c(-c1ccccc1)n2Cc1ccco1
i	-9	-4	3	1	-0.5	-1	2	-0.6	15	CSc1nsc(SCC(=O)Nc2nc3ccc(C)cc3s2)n1
i	-1	-3	-4	1	-0.1	0	6	0.5	0	CSc1nnc(-c2cccs2)n1C
i	-14	-11	-3	2	0.2	1	-5	0.0	-2	CCOc1ccc(N/C(=N/c2nc(C)cc(C)n2)NC(=O)CC)cc1
i	-4	1	-7	-13	-0.2	0	7	-0.5	0	CCCCN(C)CCNC(=O)c1nn(-c2ccc(OC)cc2)c(=O)c2c1c1ccccc1n2C
i	9	4	-6	0	-0.7	3	-26	0.0	-2	O=S(=O)(c1ccccc1)N1CCN(C(=S)Nc2ccccc2Cl)CC1

Bioassay records from PubChem.
